ATXN2 expr inh: inhibitors of ATXN2 expression. Potency, µM (highest dose often 57 µM), without a hit: top-dose activity change, negative = inhibition, hits mostly inhibitors. HEK-293 ATXN2-luciferase reporter, luminescence, 24 h. actives 0.72% (n = 360,000); further: potency means the concentration at half of the fitted maximal effect; on the % scale 0 is the no-effect control and ±100 the full control effect; nearly all actives have a fitted effect of over 55% in size
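qHTS (up to 57 uM final) was run with 24 h compound exposure of reporter cells at 37 °C. Each well was multiplexed: SteadyGlo luminescence measured ATXN2-luciferase expression after a fluorogenic Gly-Phe-AFC viability readout (25 uM final).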
EPAC2 ag: agonists of human EPAC2 (RAPGEF4); Q8WZA2; EPAC2 activation, biochemical qHTS; response scale: 100% = 6.5 mM cAMP response; Potency, µM (titrated, usually from 154 µM), inactives show top-dose activation, most hits filed as activators; actives 0.079% (n = 360,000); further: potency means the concentration at half of the fitted maximal effect; nearly all actives have a fitted effect of over 50% in size
Target sequence (Q8WZA2 whole entry, looked up): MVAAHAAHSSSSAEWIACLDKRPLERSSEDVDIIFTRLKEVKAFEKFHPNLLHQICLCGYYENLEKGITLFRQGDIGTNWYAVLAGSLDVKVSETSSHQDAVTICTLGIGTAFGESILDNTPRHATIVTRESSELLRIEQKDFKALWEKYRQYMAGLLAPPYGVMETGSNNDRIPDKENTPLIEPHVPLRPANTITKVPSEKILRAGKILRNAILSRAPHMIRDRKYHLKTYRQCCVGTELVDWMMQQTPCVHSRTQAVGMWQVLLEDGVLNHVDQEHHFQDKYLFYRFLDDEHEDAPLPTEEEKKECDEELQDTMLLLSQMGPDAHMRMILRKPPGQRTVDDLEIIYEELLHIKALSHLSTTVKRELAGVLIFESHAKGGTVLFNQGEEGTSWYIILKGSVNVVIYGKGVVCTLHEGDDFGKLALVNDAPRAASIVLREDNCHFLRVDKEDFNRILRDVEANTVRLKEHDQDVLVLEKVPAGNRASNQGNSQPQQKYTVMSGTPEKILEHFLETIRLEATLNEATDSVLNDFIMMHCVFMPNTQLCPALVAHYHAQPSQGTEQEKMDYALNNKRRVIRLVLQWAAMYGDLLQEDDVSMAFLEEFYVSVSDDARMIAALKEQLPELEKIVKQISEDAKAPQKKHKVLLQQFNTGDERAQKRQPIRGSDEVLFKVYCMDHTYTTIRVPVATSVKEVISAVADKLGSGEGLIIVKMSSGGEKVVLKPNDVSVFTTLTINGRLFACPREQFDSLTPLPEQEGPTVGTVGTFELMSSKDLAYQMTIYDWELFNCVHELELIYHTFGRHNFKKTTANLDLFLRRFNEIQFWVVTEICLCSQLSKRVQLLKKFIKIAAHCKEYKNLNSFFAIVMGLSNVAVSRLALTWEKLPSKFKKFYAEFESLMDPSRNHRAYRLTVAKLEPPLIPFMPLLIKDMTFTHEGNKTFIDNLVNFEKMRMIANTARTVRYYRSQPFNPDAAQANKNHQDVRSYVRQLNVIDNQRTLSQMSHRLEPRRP
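In this primary screen, activation is scored as increased exchange of BODIPY-GDP from Rap1B by 100 nM EPAC2, with 50 uM GDP as competitor. Signal is normalized to the 6.5 mM cAMP agonist control.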
A549 viability: counter-screen for Nrf2 inhibitors: cytotoxicity in A549 cells. Potency, µM (titrated, usually from 46 µM), without a hit: top-dose activity change, negative = cytotoxicity, most hits filed as inhibitors. AID 504648. A549 ARE-Fluc cells, CellTiter-Fluor viability, 18-24 h. actives 0.16% (n = 390,000); further: potency means the concentration at half of the fitted maximal effect; on the % scale 0 is the no-effect control and ±100 the full control effect
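A549 ARE-Fluc cells in 5% FBS OPTI-MEM, 5000 cells/well, rested 2 h then exposed to compounds in concentration-response for 18-24 h at 37 °C. Viability by CellTiter-Fluor fluorescence (Ex 405/Em 525) after 30 min; luciferase luminescence (BugLite, 15 min, RT) read afterwards.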
HepG2 viability: kills HepG2 cells in TGF-b inhibitor counter-screen | Potency, µM (series often up to 46.1 µM), for the others: at the highest dose activity change, negative = cytotoxicity, actives largely listed as cytotoxic | actives 0.76% (n = 410,000) | AID 588856 | HepG2 CAGA-GFP viability, ATP luminescence, 18 h; further: potency means the concentration at half of the fitted maximal effect; some results filed as inactive show a strong effect at the top dose
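HepG2 CAGA-GFP cells (1000/well, DMEM with 1% FBS) received compound, then TGF-beta at 500 pg/mL final, and were incubated 18 hours at 37 degrees C. Viability was read by CellTiter-Glo luminescence. Media-only wells were set as complete cell-killing and DMSO as no toxicity.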
Nrf2 block: Nrf2 pathway inhibition. AID 504444. Potency, µM (titrated, usually from 46 µM), for the others: at the top dose activity change, negative = inhibition, most hits filed as inhibitors. A549 ARE-Fluc reporter, luciferase luminescence, 18-24 h. actives 2.1% (n = 360,000); further: potency means the concentration at half of the fitted maximal effect; on the % scale 0 is the no-effect control and ±100 the full control effect; nearly all actives have a fitted effect of over 60% in size
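Reporter: ARE-Fluc in A549. Exposure: 18-24 h, 37 °C, 5% CO2, 5% FBS OPTI-MEM. Readouts: fluorescent cytotoxicity (CellTiter-Fluor), then luminescent Nrf2 signal after BugLite.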
IL-2 act: activators of IL-2; activation, % (series mostly up to about 46 µM); IL-2 activation reporter assay, cell-based qHTS; stimulated with anti-CD3/CD4/CD28 beads; in transgenic mouse T cells; actives 0.065% (n = 360,000); in the data active means activation above about 50%; inconclusive means mostly about 30% to 49%; further: 0% is about no effect
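Screening format: compound pinned onto unstimulated transgenic mouse T cells, 60 min incubation, then anti-CD3/anti-CD4/anti-CD28 bead stimulation for 18 hours at 37 degrees C, followed by EGFP and DsRed detection.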
ATXN viability: viability counter-screen for ATXN expression inhibitors; S2 cells (HEK-293 line with an ATXN2-luciferase reporter) viability, CellTiter-Fluor protease fluorescence, 24 h; Potency, µM (highest dose often 56.7 µM), actives largely listed as cytotoxic; actives 0.49% (n = 400,000); AID 651635; further: potency means the concentration at half of the fitted maximal effect; nearly all actives have a fitted effect of over 40% in size
TGFb inhibitor: TGF-b pathway inhibition; HepG2 CAGA-GFP TGF-b/SMAD3 reporter, GFP fluorescence, 18 h; TGF-beta stimulated, 500 pg/mL final; Potency, µM (highest dose often 46.1 µM), for the others: at the top dose activity, negative = inhibition, most hits filed as inhibitors; actives 1.2% (n = 410,000); AID 588855; further: potency means the concentration at half of the fitted maximal effect; on the % scale 0 is the no-effect control and ±100 the full control effect; nearly all actives have a fitted effect of over 65% in size
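GFP signal (ex488/em500-530) from TGF-beta-stimulated HEPG2 CAGA-GFP cells, 500 pg/mL final, 18 h at 37 degrees C in DMEM plus 1% FBS, normalized to unstimulated and DMSO-stimulated controls.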
Nrf2 activator: activators of Nrf2 (ARE) signaling | AID 624171 | AREc32 ARE-luciferase reporter (MCF7-derived line), luminescence, 24 h | actives 0.31% (n = 410,000) | Potency, µM (doses to about 46.1 µM), for inactives: at the top dose activation, usual class: activators; further: potency means the concentration at half of the fitted maximal effect; % of control where 0% means no effect; nearly all actives have a fitted effect of over 65% in size
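ARE activation measured as luciferase luminescence (Steady-Glo, 30 min RT) in AREc32_Fluc cells after 24 hr compound exposure at 37 deg C, 5% CO2; cells seeded overnight at 1000/well in OPTI-MEM, 5% FBS.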
An asterisk follows results filed as active; i = inactive; ? = inconclusive; nt = not tested or not shown; & = joins results of further samples; [ ] = remark or other dose. Unless noted, the call rests on the fitted dose curve; in most records, active means well fitted curve in the direction sought with a large enough effect; inconclusive means small, poorly fitted or top-dose-only effect, or another doubt; inactive means no such curve, though single readings can be large; an effect the other way counts as inactive or inconclusive.

The line under a structure holds: ATXN2 expr inh | TGFb inhibitor | Nrf2 activator | A549 viability | IL-2 act | EPAC2 ag | HepG2 viability | ATXN viability | Nrf2 block
> Cc1c(Cl)cccc1-c1ccc(C(=O)Nc2ccc(F)cc2)o1
  -12% | ? | 5.1% | 7% | nt | nt | -105% | i | 3%
> COC(=O)c1ccc(OC)c(CSc2nnc(COc3ccccc3)o2)c1
  -13% | 15% | -0.2% | -3% | -2.5 | 9% | -3% | i | 0%
> O=C1CCCC/C1=C/NCc1ccccc1
  -11%[11.3 µM] | 3% | 0.2% | -6% | 2.2 | 3% | 0% | i | 29%
> Cc1ccccc1N(CC(=O)NC1CCCCC1)C(=O)CNC(=O)c1cccs1
  -9% | -5% | 3.9% | 1% | -0.2 | 1% | 0% | i | 4%
> CN1CCN(Cc2nc3c(c(=O)n(C)c(=O)n3C)n2Cc2cccc3ccccc23)CC1
  -31% | 6% | -1.2% | 2% | -0.8 | 6% | 6% | i | 0%
> O=C1C2C3CCCC3=C3CCCC3C2C(=O)N1c1ccccc1Cl (stereo not given)
  nt | ? | nt | -5% | nt | nt | -32% | nt | -9%
> COc1ccsc1C(=O)Nc1ccc(F)cc1F
  -16% | -1% | ? | 1% | -0.1 | 7% | -27% | i | ?
> CC(=O)N1CCCN(Cc2cn(-c3ccc(C)cc3)nc2-c2cccc(C)c2)CC1
  nt | ? | 2.5% | 13% | 1.2 | 15% | -19% | ? | 1%
> O=C(Nc1ccc(S(=O)(=O)Nc2nccs2)cc1)C(F)(F)F
  22% | -4% | -0.5% | -7% | -1.0 | 3% | -4% | i | 3%
> COC(=O)c1ccc(NC(=O)N(c2ccccc2)c2ccccc2)cc1
  nt | -1% | 0.3% | -3% | -0.1 | 0% | 2% | i | -5%
> Cc1ccc(NC(=O)Cn2nnc3ccccc3c2=O)cc1C
  nt | -1% | 1.0% | -4% | 4.4 | -1% | 0% | i | 3%
> c1ccc(CSc2nnc(C3CCNCC3)o2)cc1
  5% | -1% | 0.6% | 7% | nt | nt | -17% | i | 9%
> O=C(NCc1cccc2ccccc12)c1cccs1
  52%[activator] | -11% | 16% | 6% | -0.3 | 9% | -18% | i | ?
> Cc1cccc(/C(N)=N/OC(=O)c2cccs2)c1
  28% | -9% | 14µM* | -11% | 0.1 | 4% | 1% | i | ?
> O=C(O)Cc1sc(Nc2cccc3ccccc23)nc1-c1ccccc1
  nt | -22% | 6.7% | -5% | 3.2 | 8% | -17% | i | -17%
> C[C@H](NC(=O)OCc1ccccc1)c1nnc([C@H](C)NC(=O)OCc2ccccc2)o1
  7% | 3% | 0.3% | -11% | 0.5 | -4% | 6% | ? | 3%
> COC(=O)c1c(C)sc(-c2c(-c3ccc4c(c3)OCCO4)[nH]c3c2c(=O)[nH]c(=O)n3C)c1O
  nt | -3% | 2.8% | -2% | nt | nt | 3% | nt | -4%
> COc1ccccc1NC(=O)CSc1oc(-c2ccco2)nc1S(=O)(=O)c1ccc(Br)cc1
  -16% | -1% | 3.4% | 0% | nt | nt | 0% | i | -10%[9.27 µM]
> COCCCNC(=O)C1CCN(C(=O)c2cc3sccc3n2Cc2ccc(Cl)cc2)CC1
  nt | ? | 0.6% | -15% | nt | nt | -22% | nt | ?
> Cc1ccc([C@H]2C[C@H](O)[C@@H](n3cc(-c4ccc(F)cc4)nn3)CN2Cc2cccs2)cc1
  ? | 3% | -1.9% | nt | -0.4 | -7% | -25% | ? | nt

4 entries picked at random from those above:
The line under a structure holds: ATXN2 expr inh | TGFb inhibitor | Nrf2 activator | A549 viability | IL-2 act | EPAC2 ag | HepG2 viability | ATXN viability | Nrf2 block
> CC(=O)N1CCCN(Cc2cn(-c3ccc(C)cc3)nc2-c2cccc(C)c2)CC1
  nt | ? | 2.5% | 13% | 1.2 | 15% | -19% | ? | 1%
> O=C(NCc1cccc2ccccc12)c1cccs1
  52%[activator] | -11% | 16% | 6% | -0.3 | 9% | -18% | i | ?
> COC(=O)c1c(C)sc(-c2c(-c3ccc4c(c3)OCCO4)[nH]c3c2c(=O)[nH]c(=O)n3C)c1O
  nt | -3% | 2.8% | -2% | nt | nt | 3% | nt | -4%
> COC(=O)c1ccc(OC)c(CSc2nnc(COc3ccccc3)o2)c1
  -13% | 15% | -0.2% | -3% | -2.5 | 9% | -3% | i | 0%

Following part:
The line under a structure holds: ATXN2 expr inh | TGFb inhibitor | Nrf2 activator | A549 viability | IL-2 act | EPAC2 ag | HepG2 viability | ATXN viability | Nrf2 block
> CC(C)(C)c1ccc(C(=O)NN=C2CCCC2)cc1
  -1% | 4% | -0.5% | 9% | 2.7 | -1% | -3% | i | 7%
> CCNC(=O)c1cc2c(=O)n3cccc(C)c3nc2n(CCc2ccccc2)c1=N
  -3% | 15% | 3.7% | 17% | 3.1 | -8% | -2% | nt | 3%
> Cn1c(=O)c2c(nc(SCc3nn[nH]n3)n2Cc2ccccc2F)n(C)c1=O
  6% | 5% | -0.5% | -1% | -0.4 | 4% | 2% | i | 12%
> CCSc1nnc(NC(=O)[C@H](C)NC(=O)c2ccccc2Cl)s1
  ? | 25% | 3.1% | 1% | -0.4 | 6% | 8% | i | ?
> CCCNC(=O)C1CC(=O)N(c2ccc(OCc3ccc(F)cc3)cc2)C1 (stereo not given)
  48%[activator] | 3% | 0.3% | -3% | -0.3 | 7% | -18% | i | ?
> Cc1ccc(CNC(=O)C(NS(=O)(=O)c2cccc3nsnc23)c2ccccc2)cc1 (stereo not given)
  -6% | -26% | 2.7% | 0% | 1.8 | 0% | -3% | i | 1%
> Cc1ccc2c(c1)nc(-n1nc(C)cc1C)c1nnnn12
  18% | 0% | 0.0% | 4% | 0.0 | 6% | -2% | i | -2%
> CC(=O)Nc1ccc(N/C=C(\C#N)S(=O)(=O)c2ccc(Cl)cc2)cc1
  3% | 0% | -0.8% | 1% | -0.4 | 2% | -9% | i | 5%
> CCOc1ncccc1C(=O)OCCN1C(=O)c2ccccc2C1=O
  6% | -11% | 0.3% | 0% | 0.5 | -3% | 10% | i | 5%
> NC(Cc1ccc(Cl)cc1)c1csc(Nc2ccc(C(F)(F)F)cn2)n1 (stereo not given)
  -23% | ? | -3.3% | nt | -0.8 | 13% | -98% | 32µM* | nt
> CC(C)(C)C1CCC(C(=O)OCC(=O)c2ccc[nH]2)CC1 (stereo not given)
  3% | -17% | 2.9% | 1% | -1.0 | -15% | -27% | i | -1%
> COc1cccc(-c2cnc(C(O)c3ccc(F)c(C)c3)[nH]2)c1 (stereo not given)
  6% | 15% | -0.1%[9.22 µM] | nt | 0.2 | 1% | -3% | i | nt
> Cc1cc(C)c(OCCCCN(C)C)c(Br)c1
  -14% | -7% | -0.7% | 4% | -0.9 | -7% | -2% | i | -5%
> Cc1ccc(C)c(N2N=C(C(=O)OCc3nnc(-c4ccccc4)o3)CCC2=O)c1
  6% | -17% | -0.6% | 3% | -4.4 | -5% | 6% | i | 3%
> CCC(C)C(NC=C1C(=O)OC(C)(C)OC1=O)C(=O)O (stereo not given)
  -6% | -10% | -0.3% | 5% | 0.5 | 15% | -7% | i | nt
> CCC1CN(C(=O)N2CCC(C(=O)NCc3ccco3)CC2)c2cc(C)ccc2O1 (stereo not given)
  -7% | 2%&0% | 0.2%&4.5% | -4%&-3% | -0.9 | 8% | -7%&-17% | i | ?
> CCCn1cc(S(=O)(=O)c2ccc(OC)cc2)c(=O)c2cc(OC)ccc21
  -1% | -18% | 0.4% | 6% | 0.4 | 10% | -17% | i | 4%
> O=C(NC(Cc1ccccc1)c1nc2ccccc2[nH]1)c1ccc(Cl)c([N+](=O)[O-])c1 (stereo not given)
  nt | ? | 15% | 0% | -6.2 | -3% | -3% | ? | 27%
> CCCn1c(SCC(=O)NCC(=O)Nc2ccc(F)c(F)c2F)nc2ccccc2c1=O
  -3% | 0% | -0.9% | 0% | -2.7 | -19% | -15% | i | 3%
> O=C(NCC(=O)N1CCCC(C(F)(F)F)C1)c1ccco1 (stereo not given)
  nt | 26% | 0.6% | 0% | 0.7 | 8% | -4% | i | 7%
> O=C(O)c1ccccc1SCc1csc(-c2ccccc2)n1
  15% | 1% | -0.5% | 2% | -0.4 | -2% | -6% | ? | ?
> Cc1cccc(-n2ccc(=O)c(C(=O)O)n2)c1
  -13% | -3% | 0.0% | 10% | -0.1 | 4% | -6% | i | 5%
> COc1ccc(Cl)cc1NC(=O)NCc1noc2ccccc12
  -29% | -16% | 6.4% | -1% | nt | nt | -17% | i | ?
> O=C(O)c1cccc(NC(=O)c2ccccc2)c1
  -3% | 1% | -0.7% | 0% | -3.9 | 10% | -17% | i | ?
> CCOC(=O)C(CC(=O)Nc1nc(C(C)=O)c(C)s1)C(C)c1ccccc1 (stereo not given)
  -11% | -4% | 0.6% | 4% | -0.2 | 10% | -14% | i | -3%
> O=C(CC1C(=O)NCCN1Cc1cccc(F)c1)NCCCOc1cccnc1 (stereo not given)
  12% | -2% | -0.4% | 0% | -2.4 | 5% | -1% | i | 0%
> Cc1nc2sccn2c(=O)c1S(=O)(=O)Nc1ccc(N2CCN(C)CC2)cc1
  -13%&-9% | 2%&2% | 0.1%&0.7% | 3%&3% | 4.0 | -9% | 2%&-16% | i | 1%&12%
> COc1ccc(Cc2noc(-c3ccc(OC)c(OC)c3)n2)cc1OC
  -14% | ? | 1.8% | 0% | -2.6 | 4% | -37% | i | ?
> COc1ccc(Cn2c(O)c(/C=C3/C=CC=N3)c(=O)[nH]c2=O)cc1
  nt | 16% | 0.0% | -3% | 3.1 | -2% | -2% | i | 0%

Compound activity: PubChem, National Center for Advancing Translational Sciences (NCATS)
